Source: PubChem BioAssay
TRPML3 ag – human TRPML3 channel agonists, primary screen, cell-based, HEK293 TRPML3-YFP, Fluo-8 calcium fluorescence, 3 µM; actives 0.29% (n = 220,000); Mucolipin-3 (Homo sapiens), Q8TDD5; 100% = the carbachol control signal; activation, % at 3 µM;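 active means activation above its plate's cutoff, the mean activation of the plate's test wells plus 3 SD, cut at about 12% in these data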;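 further: 0% = DMSO only wells and 100% = carbachol wells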
Target sequence (Q8TDD5 whole entry, looked up): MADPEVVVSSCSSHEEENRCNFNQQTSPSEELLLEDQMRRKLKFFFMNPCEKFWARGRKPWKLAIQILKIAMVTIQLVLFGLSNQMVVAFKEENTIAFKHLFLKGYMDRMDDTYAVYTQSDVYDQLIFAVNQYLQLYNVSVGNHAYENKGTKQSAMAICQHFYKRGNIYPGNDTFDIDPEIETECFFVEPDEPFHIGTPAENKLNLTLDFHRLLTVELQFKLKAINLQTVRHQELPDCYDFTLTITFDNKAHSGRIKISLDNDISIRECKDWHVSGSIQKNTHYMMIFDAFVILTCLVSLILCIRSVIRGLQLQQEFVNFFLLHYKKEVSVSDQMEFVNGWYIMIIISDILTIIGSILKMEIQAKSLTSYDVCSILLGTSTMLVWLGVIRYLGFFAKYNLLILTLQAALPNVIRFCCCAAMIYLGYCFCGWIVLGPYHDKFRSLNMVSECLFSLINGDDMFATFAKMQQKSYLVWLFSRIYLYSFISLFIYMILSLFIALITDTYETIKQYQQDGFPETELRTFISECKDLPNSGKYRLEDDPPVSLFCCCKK
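Test system: TRPML3-YFP stable HEK293 cells. Doses: single point at 3 µM. Incubation: dye loading 1 h 37 °C then 30 min ambient, 125 s read. Signal: Fluo-8 calcium dye fluorescence, ex 470-495, em 515-575 nm. Measure: percent activation from peak-to-basal fluorescence ratio, scaled between DMSO and carbachol.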
S1P4 antag – S1P4 receptor antagonists, primary screen, cell-based. S1P4-expressing cells, antagonist mode, reporter read-out. inhibition, % at 4.98 µM. actives 0.26% (n = 220,000). AID 1510, 2009; in the data active means inhibition above about 29%;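 further: 0% = wells stimulated with agonist and 100% = vehicle wells without agonist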
S1P4 agonist – S1P4 receptor agonists, primary screen, cell-based | Sphingosine 1-phosphate receptor 4 (Homo sapiens), O95977 | S1P4-expressing cell line, agonist reporter assay | activation, % at 4.98 µM | actives 0.35% (n = 220,000); in the data active means activation above about 11%;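 further: 0% = DMSO vehicle and 100% = reference agonist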
BaF3 tox – parental Ba/F3 cell viability inhibition, counter-screen for JAK2V617F inhibitor project, murine pro-B, CellTiter-Glo luminescence. CellTiter-Glo ATP luminescence. inhibition, % at 5.6 µM. AID 1486, 2009. actives 1.1% (n = 220,000);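 active means inhibition above a per-campaign cutoff, the mean inhibition of all tested compounds plus 3 SD, cut at about 27% in these data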;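 further: 0% = DMSO wells and 100% = JAK Inhibitor I control wells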
PERK inhibitor – block of dimerizer-induced PERK translation repression, primary screen, PERK inhibitor project, CHO PERK-DD cells, SEAP luminescence, HTS. actives 0.17% (n = 220,000). inhibition, % at 5.6 µM. CHO PERK-DD fusion, SEAP luminescence translation reporter. AID 1416, 2008. Eukaryotic translation initiation factor 2-alpha kinase 3 (Homo sapiens), Q9NZJ5;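 active means inhibition above the mean inhibition of all tested compounds plus 3 SD, set separately per screening campaign, cut at about 2.9% in these data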;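 further: PERK kinase domain activated by AP20187 dimerizer at 100 nM; 0% = DMSO with dimerizer and 100% = rapamycin at 8.4 µM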
zfTRPN1 agonist – zebrafish TRPN1 channel agonists, primary screen, cell-based, HEK293, calcium fluorescence | transient receptor potential cation channel N1 (TRPN1/NompC), Danio rerio | HEK293 zebrafish TRPN1-YFP, Fluo-8 calcium fluorescence; 100% = response to 87 µM carbachol | activation, % at 3 µM | actives 0.18% (n = 220,000);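 active means activation above its plate's cutoff, the mean activation of test wells on that plate plus 3 SD, cut at about 19% in these data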;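 further: 0% = DMSO alone and 100% = 87 µM carbachol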
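Material – zebrafish TRPN1-YFP in HEK293 cells · Doses – 3 µM single point · Schedule – dye 1 h 37 °C plus 30 min RT · Signal – Fluo-8 calcium fluorescence, excitation 470-495 nm, emission 515-575 nm · Read-out – % activation versus carbachol response · Control set – carbachol high, DMSO low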
EP2 mod – EP2 receptor modulators, cAMP readout, primary screen, cell-based, HTRF cAMP, PGE2 stimulation; Prostaglandin E2 receptor EP2 subtype (Homo sapiens), P43116; EP2-expressing cells, cAMP HTRF FRET, PGE2 co-stimulation; induction, % at 25 µM; actives 0.83% (n = 260,000); AID 940, 2007;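 active means compounds whose cAMP rise, as percent of the full-agonist control response, exceeds 60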;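 further: rat C6 glioma line stably carrying human EP2 under a CMV promoter; the protocol text gives 20 µM as final concentration; 100% = response of wells given 1 µM PGE2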
Target sequence (P43116 whole entry, looked up): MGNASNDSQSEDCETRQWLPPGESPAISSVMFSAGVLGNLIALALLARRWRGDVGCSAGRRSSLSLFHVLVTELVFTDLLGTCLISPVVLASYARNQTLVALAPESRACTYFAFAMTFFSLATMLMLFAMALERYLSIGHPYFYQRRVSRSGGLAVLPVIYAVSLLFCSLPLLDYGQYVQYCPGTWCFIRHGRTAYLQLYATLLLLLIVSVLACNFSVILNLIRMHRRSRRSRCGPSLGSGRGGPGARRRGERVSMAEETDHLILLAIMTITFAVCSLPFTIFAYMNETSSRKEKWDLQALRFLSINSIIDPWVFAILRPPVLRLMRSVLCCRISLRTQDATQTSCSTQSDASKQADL
m-calpain inh – inhibitors of pig calpain II, primary screen, biochemical, fluorogenic peptide substrate, 1536-well | AID 1236, 2008 | inhibition, % at 16 µM | actives 0.37% (n = 220,000) | purified calpain II, 30 min;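 active means inhibition above about 50%, limit read from the data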
Ba/F3 V617F tox – reduced viability of JAK2V617F-dependent Ba/F3 cells, primary screen, JAK2V617F inhibitor project, cell-based, Ba/F3 EpoR-JAK2V617F, luminescence; inhibition, % at 5.6 µM; actives 1.1% (n = 220,000); ATP luminescence; AID 1446, 2008;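 active means inhibition above the campaign mean plus 3 SD over all tested compounds, cut at about 24% in these data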;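 further: cytokine-independent growth of Ba/F3 cells driven by EpoR plus mutant JAK2; 0% = DMSO-treated cells and 100% = JAK inhibitor I control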
The depositor's hits bear a star; · = not tested or not shown; & = joins results of further samples.

SMILES	TRPML3 ag	S1P4 antag	S1P4 agonist	BaF3 tox	PERK inhibitor	zfTRPN1 agonist	EP2 mod	m-calpain inh	Ba/F3 V617F tox
COC(=O)c1cc(OC)c(OC)cc1NC(=S)N1CCN(c2ccccc2)CC1	0.1	-4	-0.8	2	-0.1	-0.7	16	10	-1
Cc1cccc(NC(=O)c2c(C)nc3ccccn23)c1	0.3	4	-0.2	-1	0.4	-0.2	-35&-22	11	-2
CN(C(=O)c1ccco1)c1nnc(C23CC4CC(CC(C4)C2)C3)s1	-0.4	-14	1.9	2	0.4	-0.6	-7	9	-4
CCc1c(C)sc(NC(=O)OC)c1C(N)=O	0.2	6	-1.9	0	1.6	1.4	17	-2	0
CCC(=O)NC(=S)Nc1ccccc1C(F)(F)F	0.1	5	-1.2	6	0.0	0.7	·	·	4
CCCn1c(SCC(=O)Nc2cccc(C(=O)OCC)c2)nnc1-c1ccoc1C	-0.1	1	1.5	2	-0.3	-0.1	-33	4	3
Cn1c(=O)c2c(SCc3cccnc3)nc(CC(C)(C)C)nc2n(C)c1=O	-0.2	-15	0.3	2	-0.4	-0.9	59	21	1
COc1cccc2c(=O)c3ccccc3oc12	0.0	-17	-1.4	3	0.5	0.5	-14&-40	-235	3
CCSc1cc(N2CCOCC2)nc(-c2ccc(Cl)cc2)n1	0.0	0	-1.4	1	1.6	0.2	76*	-8	0
CCOc1ncccc1C(=O)OCC(=O)N1CCN(S(=O)(=O)c2ccccc2)CC1	0.5	-16	-0.5	5	0.1	0.5	-25	5	-3
C=CCn1c(-c2ccc(Cl)cc2)ccc(C#N)c1=O	0.3	-51	0.5	3	-0.7	-1.0	52	-6	2
COc1ccc(C(=O)N/C(=C\c2ccc3c(c2)OCO3)C(=O)Nc2ccc(C(=O)O)cc2)cc1	1.4	7	1.5	7	0.8	-0.1	38	-60	-1
NS(=O)(=O)c1ccc(CCNC(=O)COC(=O)C2CCCN2C(=O)c2cccs2)cc1 (stereo not given)	-0.2	-2	-0.4	-1	3.3*	1.1	32	-7	0
CC(=O)c1ccc(NC(=S)Nc2ccc3cn[nH]c3c2)cc1	0.2	4	1.4	4	1.2	0.0	-42	3	3
O=C(CN1CCN(c2ncc(C(F)(F)F)cc2Cl)CC1)NC(=O)NCc1ccccc1	0.0	-17	-0.4	3	-0.6	0.0	9	7	3
Cc1nn(Cc2ccccc2)c(Cl)c1C(=O)NC(C)(C)C	0.6	2	1.2	2	0.2	1.6	33	2	-1
CC1CCCN(C2=C(NS(=O)(=O)c3ccc(Cl)cc3)C(=O)c3ccccc3C2=O)C1 (stereo not given)	0.6	-18	-3.1	5	0.4	-0.9	4	-4	-1
CC(O)CN=c1cc(-c2ccccc2)oc2ccc(Cl)cc12 (stereo not given)	-0.1	-16	0.4	1	-1.2	-1.5	-13	21	0
COc1ccc(Nc2nc(-c3ccc(OC)cc3)cs2)cc1	0.1	0	0.8	4	0.6	0.9	2	25	1
CCc1ccc(CNC(=O)CCc2nc(-c3cccs3)no2)cc1	-0.9	-11	-3.2	8	-1.0	-0.5	0	30	3
C=CC(=O)NC(NC(=O)C=C)c1ccc(Br)cc1	-0.7	-26	2.3	3	0.8	-0.5	3	27	3
Nc1ccc(Oc2ccc([N+](=O)[O-])cc2[N+](=O)[O-])cc1	1.9	-15	2.8	1	0.8	1.4	-10	16	-2
S=c1nc[nH]c2c1sc1nc(N3CCOCC3)c3c(c12)CCCC3	0.4	-14	0.6	2	-0.1	-0.3	-22	-59	2
COc1ccc(S(=O)(=O)N2CCCC(C(=O)NCCC3=CCCCC3)C2)cc1 (stereo not given)	-0.6	-13	0.8	0	-0.4	-2.2	-9	-21	-1
COC(=O)c1cccc(Cn2cc([N+](=O)[O-])cn2)c1	-0.1	-14	-0.1	5	0.6	0.3	29	-9	2
CC(=O)/C(N)=N/Nc1cccc(Cl)c1	-0.1	-16	-0.8	6	0.0	-1.2	-33	30	-4
CCCNC(=O)CSC1=N/C(=C/c2ccc(F)cc2)C(=O)N1CC	0.7	-14	-0.3	-1	0.8	0.6	20	-14	-5
CC1(C)CC(=O)C2=C(C1)Nc1ccccc1N=C2	2.0	0	0.1	10	-0.9	3.1	8&-28	14	6
CC(C)(C)c1cc[n+](C2=C([O-])c3ccccc3C(=O)/C2=N\S(=O)(=O)c2cccs2)cc1	0.0	-29	-1.5	-5	1.7	-1.8	-33	12	-3
CSc1nc(C)cc(SCC(=O)Nc2ccc(Cl)cc2Cl)n1	-0.2	-11	3.5	2	0.5	-0.6	-51&-14	-1	-1
COC(=O)C1(C(=O)OC)NOC2C(=O)N(c3ccc(Cl)cc3Cl)C(=O)C21 (stereo not given)	1.3	-10	-1.7	2	-0.2	-0.2	20	-52	-2
O=C(NC1CCCCC1)N1CCN(C(c2ccccc2)c2ccccc2)CC1	-0.9	-8	0.6	2	-1.1	-0.5	33	6	-2
CCOC(=O)c1c(C)nc2sc3c(=O)n(-c4ccc(C(C)=O)cc4)cnc3c2c1-c1ccc(Cl)cc1	0.2	10	1.3	4	-0.9	1.2	25	-117	4
COc1ccc(CN(C(=O)CSc2nnc(-c3ccc(OC)c(OC)c3)o2)c2ccc(F)cc2)cc1	0.6	-16	-1.1	2	0.8	0.4	31	-2	-1
Cc1ccccc1C(=O)NC1CCSC1=O (stereo not given)	0.6	-10	1.4	-1	0.6	3.8	24	-9	4
Cc1nn2c3ccccc3nc2c2ccccc12	0.2	-2	0.3	4	-1.1	0.2	-16	-95	-1
COC(=O)C1CCN(C(=O)CCC2CCCCC2)CC1	0.5	1	0.8	5	0.3	1.1	6	-11	5
COc1ccc(NC(=O)CCCSc2nc(-c3ccco3)cc(C(F)(F)F)n2)cc1OC	0.4	-15	1.3	3	0.4	-0.2	-126&-52	-31	-2
CCOC(=O)Cc1sc(N)nc1C	0.7	-8	-1.5	7	0.6	-0.8	-6	-7	-5
COc1ccc(C(c2c(NC(C)=O)sc3c2CCCC3)N2CCN(CCO)CC2)cc1OC (stereo not given)	0.5	13	-0.9	-2	-0.4	-0.6	0	29	-2
CCCCN=C1NN=C(c2cc3ccccc3o2)CS1	0.1	-5	-0.2	8	0.0	-1.0	-16	25	-2
O=C(Nc1ccccc1)c1cc(-c2ccccc2Cl)no1	-0.3	-1	0.3	2	-0.7	0.4	-42	23	4
COc1cc(-c2nnc(SC(C)C(=O)Nc3c(C)n(C)n(-c4ccccc4)c3=O)o2)cc(OC)c1OC (stereo not given)	0.4	-2	2.2	6	0.2	5.6	14	28	1
O=[n+]1cc(-c2ccc(Br)cc2)n([O-])c2c1CCC2	1.0	3	0.3	3	1.2	0.1	23	-10	-2
c1ccc(-c2nc3ccccc3nc2N2CCOCC2)cc1	0.3	13	-2.2	4	0.4	-0.7	36	-23	0
CCOC(=O)c1c(NC(=S)Nc2ccccc2)sc(C)c1C	0.2	-16	0.1	3	0.7	0.3	22	-18	-1
Cc1cc(C)c(NC(=O)NC(=O)c2cccc(F)c2)c(C)n1	1.2	0	4.3	1	-0.3	1.4	7	5	-1
Cc1ccc(-c2nn(-c3ccccc3)cc2/C=C/C(=O)OCC(=O)NC2CC2)o1	2.1	-7	0.4	9	-0.2	6.8	-27	-152	7
O=C(N/N=C/c1ccc([N+](=O)[O-])o1)C1CC1	0.0	-14	1.3	3	0.2	1.4	1	11	2
c1nc(NCCN2CCOCC2)c2c3c(sc2n1)CCCCC3	-0.3	6	-1.1	1	-1.5	0.8	-4	-16	-1
COc1ccc(C(=O)Oc2coc(CSc3nnc(NC(=O)c4cccs4)s3)cc2=O)cc1	1.0	-15	-0.3	2	0.1	0.0	-8	-3	-4
Cn1c(=O)[nH]c(=O)c2c1nc(Br)n2C/C=N/Nc1ccccc1	0.5	9	-2.1	2	0.7	-1.4	-19	-1	-3
S=c1[nH]nc(-c2ccc3ccccc3n2)n1-c1ccc2c(c1)OCCO2	-0.3	3	-0.8	3	-0.7	-1.3	-30	14	-6
CC(Cc1c[nH]c2ccccc12)C(=O)O (stereo not given)	0.7	5	-0.3	1	0.4	1.6	-4	16	2
O=C(CCCc1nc2ccccc2s1)NNC(=O)CCN1CCN(Cc2ccccc2)CC1	0.8	-33	2.2	3	0.1	0.8	-16	-15	0
O=C(OCc1nnc(-c2ccc(Cl)cc2)o1)C12CC3CC(CC(O)(C3)C1)C2	2.6	-5	0.3	4	0.7	8.0	-58	26	7
CCOc1ccc(C(=O)NCC(=O)OCC(=O)Nc2cccc(S(=O)(=O)N3CCCC3)c2)cc1	0.2	-13	-0.2	-6	1.3	1.4	8	6	-3
COc1ccc2c(c1)[nH]c1c(=O)n(/N=C/C3C(C)C=C(C)CC3C)c(=O)[nH]c12 (stereo not given)	0.5	5	0.9	5	1.6	1.2	-23	9	0
CCCn1c(/N=C/c2ccccc2O)nc2ccccc21	-0.3	8	-0.5	-1	0.3	1.7	34	-1	-5
O=C(NCC1COCCO1)C1CCN(S(=O)(=O)c2ccccc2)CC1 (stereo not given)	1.0	-7	-1.2	2	1.5	1.2	-1	-9	-1

(next part)
SMILES	TRPML3 ag	S1P4 antag	S1P4 agonist	BaF3 tox	PERK inhibitor	zfTRPN1 agonist	EP2 mod	m-calpain inh	Ba/F3 V617F tox
O=C(c1cccc(F)c1)N1CCC(c2nc3ccccc3s2)CC1	1.6	15	-0.6	8	0.9	1.5	-26	19	7
O=C(Cc1ccccc1)c1c[nH]c(C(=O)NCCCN2CCOCC2)c1	0.4	-20	1.5	5	0.5	0.5	-19	8	0
Cc1ccccc1/C=C1\OC(=O)c2ccccc21	-0.9	8	0.1	0	0.8	-1.9	0	-62	1
CC(NC(=O)C1C(=O)N(CCO)C2(C)CC1c1ccccc1O2)c1ccccc1 (stereo not given)	0.1	-3	0.4	1	-1.4	-1.3	-1	11	1
COc1ccc(N2CCN(C(=O)CN3C(=O)c4ccccc4S3(=O)=O)CC2)cc1	1.1	2	0.0	2	0.5	0.3	15	-6	1

Three entries from above, as a markdown table:
| compound | TRPML3 ag | S1P4 antag | S1P4 agonist | BaF3 tox | PERK inhibitor | zfTRPN1 agonist | EP2 mod | m-calpain inh | Ba/F3 V617F tox |
| --- | --- | --- | --- | --- | --- | --- | --- | --- | --- |
| Cc1ccccc1/C=C1\OC(=O)c2ccccc21 | -0.9 | 8 | 0.1 | 0 | 0.8 | -1.9 | 0 | -62 | 1 |
| CC(NC(=O)C1C(=O)N(CCO)C2(C)CC1c1ccccc1O2)c1ccccc1 (stereo not given) | 0.1 | -3 | 0.4 | 1 | -1.4 | -1.3 | -1 | 11 | 1 |
| COc1ccc(N2CCN(C(=O)CN3C(=O)c4ccccc4S3(=O)=O)CC2)cc1 | 1.1 | 2 | 0.0 | 2 | 0.5 | 0.3 | 15 | -6 | 1 |

The order is random; overall some 3.6% were active at least once.
